Assay outcomes as filed in PubChem.
Statin myotox sup = suppressors of statin myotoxicity in C2C12 myotubes, primary screen, cell-based, single point, plate reader; rescue of ATP level, % at 7.49 µM; C2C12 myotubes + simvastatin, ATP luminescence, 48 h; scaled: DMSO 0, geranylgeraniol control 100; actives 0.78% (n = 330,000);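 active means mean ATP rescue above about 67%, or every replicate alone reaching that limit, limit read from the data, passing the limit was not always enough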;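 further: myotubes were challenged with 10 µM simvastatin during compound exposure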
PglD inh = C. jejuni PglD acetyltransferase inhibitors, primary screen, biochemical, DTNB colorimetric, single point | actives 0.098% (n = 360,000) | purified PglD enzyme, DTNB colorimetric CoA detection | UDP-N-acetylbacillosamine N-acetyltransferase PglD (Campylobacter jejuni) | inhibition, % at 12.5 µM; in the data active means inhibition above about 16%, passing the limit was not always enough; further: strong numbers were not always called active
* = called active by the depositor.

structure	Statin myotox sup	PglD inh
CCCN1CCN(c2ncnc3c2nnn3Cc2ccccc2)CC1	-15	-10
O=C(c1ccccc1)c1cc(-c2ccccc2)on1	0	10
CN(C)S(=O)(=O)Oc1cccc(C(=O)Nc2ccc(Cl)cc2)c1	-4	6
CCN(CC)C(=O)CN(C#N)c1nc(OC)nc(N(C)C)n1	12	-2
CCCC1C2C(=O)N(c3ccccc3OC)C(=O)C2ON1c1ccccc1 (stereo unspecified)	4	0
COc1ccc2oc(C(=O)OCC(=O)NC(=O)NC(C)C)c(C)c2c1	-2	-6
O=C(O)C1CCCNC1 (stereo unspecified)	5	1
O=C(NCCN1CCOCC1)c1cc2ccccc2[nH]1	2	-4
O=C(Oc1cccc2cccnc12)c1cccc(-n2cnnn2)c1	4	1
CC1(C)CC(CCC(=O)Nc2ccc(S(N)(=O)=O)cc2)C(=O)O1 (stereo unspecified)	-14	2
COc1cccc(-c2cc(C(=O)NCCc3ccccc3)no2)c1	-23	-1
CCN(CC)c1ccc(CC(=O)NC(C)Cc2ccccc2)cc1 (stereo unspecified)	11	-6
O=C(NC1CCCCCCC1)c1ccco1	-9	1
CNC(=O)CSc1nc(N)c2c3c(sc2n1)CCC3	9	2
CCOc1ccccc1CNC(=O)CNC(=O)c1cccs1	5	-4
COc1ccc(NCc2n[nH]nc2-c2ccccc2)cc1Cl	16	19
Cc1[nH]c2ccccc2c1C(=O)COC(=O)C1CCC(=O)N1 (stereo unspecified)	1	-1
N#Cc1ccc(CSc2nnc(-c3cnccn3)o2)cc1	22	0
CCOc1cc(C2NC(=O)N(C)C(C)=C2C(=O)OC)cc(Br)c1O (stereo unspecified)	8	-4
O=C1NC(=O)C(CC(=O)N(Cc2ccco2)C2(C(=O)NC3CCCCC3)CCCCC2)N1 (stereo unspecified)	-1	-4
Cc1nn2c(c1-c1ccccc1)N=C(c1ccco1)CC2c1ccccc1 (stereo unspecified)	-6	0
CNC(=O)c1cn(-c2ccccc2)c(=O)c2ccccc12	12	-3
CC1CN(C2CCCCC2)c2nc3c(c(=O)[nH]c(=O)n3C)n2C1 (stereo unspecified)	-10	1
COc1ccccc1CNCC(=O)Nc1ccc(N2CCOCC2)cc1	-12	0
Cc1noc(C)c1COc1cccc(C(=O)NCc2cccc(Cl)c2)c1	26	5
CC1=C(C(=O)N(C)C)C(c2ccc(Cl)c(Cl)c2)NC(=O)N1 (stereo unspecified)	-1	1
Cc1cc(C)c2nc(C(F)(F)F)c(C#N)c(N)c2c1	9	6
O=C(Cc1c(F)cccc1Cl)Nc1ccon1	0	-3
C[C@]12CCC[C@H](O1)c1c(cc3c(c1O)C(=O)c1c(O)cc(O)cc1C3=O)O2	-4	0
COC(=O)CNC(c1ccccc1)c1cc(Br)ccc1NC(=O)OCc1ccccc1 (stereo unspecified)	6	0
O=c1oc(-c2ccco2)nc2sc3c(c12)CCCC3	-1	7
Cc1cc(NC(=O)CSc2ccccc2)no1	-4	5
CCOC(=O)c1cccc(NC(=O)c2cccs2)c1	4	1
CCn1c(SC/C=C/c2ccccc2)nnc1-c1cccs1	-3	-1
O=C(Nc1ccc2c(c1)OCO2)C1CCN(S(=O)(=O)c2cccc3cccnc23)CC1	-20	6
O=C1C(Oc2ccccc2)C(c2cccs2)N1Cc1ccc2c(c1)OCO2 (stereo unspecified)	4	3
CCOCCCN(C(=O)Nc1ccc(CC)cc1)C1CCN(C(C)=O)CC1	-3	-1
O=[n+]1c2c(n([O-])c3cc(Br)ccc31)CCC2	-3	1
COc1cccc(CN(C)C(=O)c2ccc(S(=O)(=O)N3CCCC3)cc2)c1OC	-6	0
O=C(OC1CCCCC1=O)c1cc(=O)c2ccccc2o1 (stereo unspecified)	10	3
CCC(C(=O)Nc1nccs1)c1ccccc1 (stereo unspecified)	-3	0
Cc1cc(C)n2nc3ccccc3c2n1	2	4
Oc1oc(-c2ccccc2)nc1C=NCc1ccncc1	-15	8
COc1ccccc1CNC(=O)c1cc2c(C)nn(Cc3ccc(F)cc3)c2s1	34	0
NC(=O)c1cnn2c(C(F)(F)F)cc(-c3ccc(F)cc3)nc12	-32	-3
O=C(Nc1ccc2c(c1)OCO2)C1CCCCN1S(=O)(=O)c1ccccc1 (stereo unspecified)	17	5
Cc1ccoc1C(=O)NCc1occc1C(=O)O	3	-9
O=C(c1ccc(COc2c(F)c(F)c(F)c(F)c2F)o1)N1CCOCC1	1	-1
O=C(CC1(O)C(=O)Nc2cc(Cl)cc(Cl)c21)c1ccccc1O (stereo unspecified)	-7	6
CCCOc1ccc(-c2cnc(SCC(N)=O)nc2N)cc1	-3	3

Going on with the list:
structure	Statin myotox sup	PglD inh
O=c1c2oc3ccccc3c2[nH]c(=S)n1-c1ccccc1	-5	2
Cc1nn(-c2ccccc2)c(C)c1/C=N/NC(=O)CSc1nc2ccccc2c(=O)n1-c1ccc(Br)cc1	-14	3
Cc1nnc(-c2cnn(-c3ccccc3)c2N)n1Cc1ccncc1	-3	0
O=C(COC(=O)C1=COCCO1)NCCCc1ccccc1	16	1
O=C(O)c1n[nH]c2c1CCCC2	-8	-7
CCOC1(NC(=O)c2ccccc2)C(C)=CC(=O)C=C1C	-11	1
O=C(Cn1cncn1)N/N=C/c1cccc2ccccc12	9	1
CCCCn1c(=S)[nH]c2ncccc2c1=O	-9	-1
CCN(CC(=O)NCc1ccccn1)S(=O)(=O)c1ccc(Cl)cc1	7	-1
CC(=O)OCC1OC(c2ccccc2)C(OC(C)=O)C(OC(C)=O)C1OC(C)=O (stereo unspecified)	2	-1
CCOc1ccc(N(CC(=O)NC(C)CC)S(C)(=O)=O)cc1 (stereo unspecified)	-6	6
Cc1nc2n[nH]c(N)c2c2c1COC(C)(C)C2	-3	-3
CC(=O)C(C(C)=O)C(NC(=O)c1cccnc1)(C(F)(F)F)C(F)(F)F	7	5
CCc1cccc(CC)c1N(COC)C(=O)Cn1nnc2ccccc21	17	-4
O=S(=O)(c1ccc2ccccc2c1)N1CCNCC1	-3	-6
COc1ccc(OC)c(-n2c(-c3ccc(C)cc3)n[nH]c2=S)c1	10	-4
CSc1nc2nccc(-c3ccc(Cl)cc3)n2n1	5	6
O=C(c1sc2cc([N+](=O)[O-])ccc2c1Cl)N1CCCCC1	1	1
O=C(NC1CCN(C(=O)N2c3ccccc3Sc3ccccc32)CC1)c1ccco1	8	9
COc1ccc(Br)cc1S(=O)(=O)N1CCOCC1	4	0
O=S(=O)(Nc1nc2ccccc2s1)c1ccc(Cl)s1	21	4
CCOC(=O)C1=C(CSc2nccn2C)NC(=O)NC1c1ccc(OC)cc1 (stereo unspecified)	16	2
c1ccc(Nc2nc(N3CCCCC3)nc(N3CCNCC3)n2)cc1	-14	-4
O=C(Cn1c(=O)sc2ccccc21)N1CCOCC1	11	4
CCOC(=O)c1cccc(NC(=O)CSc2nnc(CNc3ccc(C)cc3)n2CC)c1	4	-1

Structures listed so far containing an aryl methoxy group:
structure	Statin myotox sup	PglD inh
CCN(CC)C(=O)CN(C#N)c1nc(OC)nc(N(C)C)n1	12	-2
CCCC1C2C(=O)N(c3ccccc3OC)C(=O)C2ON1c1ccccc1 (stereo unspecified)	4	0
COc1ccc2oc(C(=O)OCC(=O)NC(=O)NC(C)C)c(C)c2c1	-2	-6
COc1cccc(-c2cc(C(=O)NCCc3ccccc3)no2)c1	-23	-1
COc1ccc(NCc2n[nH]nc2-c2ccccc2)cc1Cl	16	19
COc1ccccc1CNCC(=O)Nc1ccc(N2CCOCC2)cc1	-12	0
COc1cccc(CN(C)C(=O)c2ccc(S(=O)(=O)N3CCCC3)cc2)c1OC	-6	0
COc1ccccc1CNC(=O)c1cc2c(C)nn(Cc3ccc(F)cc3)c2s1	34	0
COc1ccc(OC)c(-n2c(-c3ccc(C)cc3)n[nH]c2=S)c1	10	-4
COc1ccc(Br)cc1S(=O)(=O)N1CCOCC1	4	0
CCOC(=O)C1=C(CSc2nccn2C)NC(=O)NC1c1ccc(OC)cc1 (stereo unspecified)	16	2

(cont.)
structure	Statin myotox sup	PglD inh
Cc1cc(=O)[nH]c(SCC(=O)NCc2ccco2)n1	-88	4
CN(C)CCN1C(=O)c2oc3ccccc3c(=O)c2C1c1cccc(Br)c1 (stereo unspecified)	-10	-3
CCOc1cc(CN2CCCCC2)ccc1OC	-1	0
Cc1ccc(-c2nc3c(=O)n(C)c4ccccc4c3o2)cc1	6	-5
O=C(CSc1nc(-c2ccccc2)cc(=O)[nH]1)N1CCOCC1	-15	4
O=C(Nc1ccc(N2CCN(Cc3ccccc3Cl)CC2)cc1)c1cccnc1	2	-5
Cc1cccc(C(=O)Nc2cccc(C(=O)N3CCOCC3)c2)c1	-4	2
CC(C)Sc1nc2sc(-c3ccccc3)cc2c(=O)n1N	6	3
Cc1c(CCO)c(=O)n(-c2ccccc2)n1S(=O)(=O)c1ccc(F)cc1	-6	-4
CCOc1ccc(N2CC(O)Cn3c2nc2c3c(=O)n(CCCc3ccccc3)c(=O)n2C)cc1 (stereo unspecified)	-24	-2
CCCCN(CCCC)C(=O)c1nsnc1-c1ccccc1O	-8	-31
Cc1ccc(NCC(=O)c2ccccc2)cc1Cl	-19	5
O=C(CN1CCCc2ccccc21)NCc1ccc2c(c1)OCO2	1	-6
COc1c(Br)cc(Br)cc1C(=O)O	-7	-6
O=C(Nc1ccc(F)cc1)NC1CCCCC1	-4	-3
Cc1ccc(C)c2[nH]c(=O)c(CN(Cc3ccc4c(c3)OCO4)Cc3nnnn3Cc3ccco3)cc12	-6	7
COC(=O)[C@H](CC(C)C)NC(=O)NC1CCCc2ccccc21 (stereo partly specified)	-4	-9
N#CC1=C(N)C(C#N)(C#N)C(c2ccncc2)C2CN(C(=O)OCc3ccccc3)CC=C12 (stereo unspecified)	16	5
CCCc1nc(N2CCCC2)c(C#N)c2c1CCCC2	-19	7
CN(C)S(=O)(=O)c1ccc(C(=O)OCC(=O)NC(=O)NCc2ccccc2)cc1	29	-1
Cc1c(C(c2cccc([N+](=O)[O-])c2O)c2c(C)n(C)n(-c3ccccc3)c2=O)c(=O)n(-c2ccccc2)n1C	-3	2
O=C(NCC12CC3CC(CC(C3)C1)C2)c1nn2c(c1Cl)NC(c1ccco1)CC2C(F)(F)F (stereo unspecified)	137*	5
Cc1cc(=O)oc(C)c1C(=O)NCc1ccccc1	6	5
Cc1ccccc1CS(=O)(=O)Cc1ccc(C(=O)NCc2ccco2)o1	-2	6
CN(C)c1cccc2c(S(=O)(=O)N3CCOCC3)cccc12	9	-3
COc1ccccc1NC(=S)NCCc1ccc(Cl)cc1	-14	3
COc1ccccc1OCC(=O)Sc1ccc(C)cc1	24	2
Cn1cccc1C(=O)NC(=O)CSc1nnc(C2CC2)n1-c1ccccc1	2	-4
O=C(NNC(=O)c1ccccc1[N+](=O)[O-])c1cnccn1	-1	-1
Cc1ccc(S(=O)(=O)Nc2nc(C)c(NC(=O)Nc3ccc(Cl)cc3Cl)s2)cc1	1	-4
O=C(O)c1ccc(NC(=S)NC(NC(=O)c2ccco2)C(Cl)(Cl)Cl)cc1 (stereo unspecified)	-6	-4
O=S(NC1CCCCC1)C12CC3CC(CC(C3)C1)C2 (stereo unspecified)	-10	3
CN(C(=O)c1cnccn1)c1nnc(-c2cnccn2)s1	-3	5
CCN(CC)C(=O)CN(c1ccc2c(c1)OCO2)S(C)(=O)=O	-9	-5
O=C(OC(C(=O)NC1CCCC1)c1cccnc1)C1=Cc2ccccc2OC1 (stereo unspecified)	-2	0
CC(=O)N1CCc2cc(Br)cc(S(=O)(=O)N3CCCCCC3)c21	-9	0
COc1cc(/C=N/NC(=O)C(C)n2nnc3ccccc32)ccc1O (stereo unspecified)	3	2
O=C(CSc1nc2ccccc2s1)NC(=O)NCc1ccco1	9	5
CCc1c(C)nc2c(C#N)c(C)[nH]n2c1=O	-9	-3
CCCCn1c(N2CCC(Cc3ccccc3)CC2)nc2c1c(=O)[nH]c(=O)n2C	35	-2
O=S(=O)(Nc1nc2ccccc2nc1N1CCN(c2ccccn2)CC1)c1ccc(Cl)cc1	32	-3
CCn1c(=O)c(-c2ccccc2)c(O)c2ccccc21	1	7
O=P(CCCCCCCCCP(=O)(c1ccccc1)c1ccccc1)(c1ccccc1)c1ccccc1	59	4
O=C(CCCOc1ccccc1)N1CCCc2ccccc21	-8	-4
Nc1nc(SCc2ccc(Cl)cc2Cl)ns1	11	2
CC(=O)c1c(CC(=O)O)[nH]n(-c2nc3ccccc3s2)c1=O	-149	-1
COc1ccc(Cc2c(O)nc(SC)n(C(C)=O)c2=O)cc1	-6	12
Nc1c(C(=O)NCc2ccco2)c2nc3ccccc3nc2n1CCc1ccc(F)cc1	-39	0
COC(=O)CC1=C(C(=O)OC)C(c2ccc3c(c2Cl)OCO3)C(C#N)=C(N)O1 (stereo unspecified)	-3	5
COc1ccc(C(=O)NC2CCN(S(=O)(=O)Cc3ccccc3)CC2)c(OC)c1	-29	2
O=C(Nc1cccc(C(F)(F)F)c1)C1CCCCC1	-30	1
CCCCCCn1c(SCC(=O)c2c(N)n(C)c(=O)n(C)c2=O)nc2ccccc21	-142	1
CCOc1ccc2nc(C(C)O)[nH]c2c1 (stereo unspecified)	5	-1

Some of the compounds tested, so the mix of outcomes need not match the whole.
